Screening results (PubChem)
GSH fluor – GSH bead compound fluorescence profile | GSH beads flow cytometry, compound fluorescence 488/530 nm; stronger effect = higher value | fluorescence (KMESF) at 10 µM | hit rate 0.25% among 190,000 | AID 1776; in the data active = fluorescence above about 89;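 note: glutathione beads carrying GST-tagged Bcl family fusion proteins plus one bare bead set; values are compound well signal with DMSO vehicle wells as background; inactives centre near 16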
Avidin bead fluor – avidin bead compound fluorescence profile | hit rate 0.38% among 220,000 | AID 1775 | Avidin beads, compound fluorescence 488/530 nm, flow cytometry; stronger effect = higher value | fluorescence (KMESF) at 10 µM; in the data active = fluorescence above about 47; note: inactives centre near 10
ABCB1 inh – human ABCB1 inhibition, ABCG2 as counter-screen; CCRF-Adr cells, JC-1 efflux, flow cytometry; inhibition, % at 6.6 µM; hit rate 0.067% among 190,000; in the data active = inhibition above about 40%;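 note: 0% = vehicle and 100% = reference inhibitor; higher value means more JC-1 retained so stronger ABCB1 efflux block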
Target sequence (P08183 whole entry, looked up): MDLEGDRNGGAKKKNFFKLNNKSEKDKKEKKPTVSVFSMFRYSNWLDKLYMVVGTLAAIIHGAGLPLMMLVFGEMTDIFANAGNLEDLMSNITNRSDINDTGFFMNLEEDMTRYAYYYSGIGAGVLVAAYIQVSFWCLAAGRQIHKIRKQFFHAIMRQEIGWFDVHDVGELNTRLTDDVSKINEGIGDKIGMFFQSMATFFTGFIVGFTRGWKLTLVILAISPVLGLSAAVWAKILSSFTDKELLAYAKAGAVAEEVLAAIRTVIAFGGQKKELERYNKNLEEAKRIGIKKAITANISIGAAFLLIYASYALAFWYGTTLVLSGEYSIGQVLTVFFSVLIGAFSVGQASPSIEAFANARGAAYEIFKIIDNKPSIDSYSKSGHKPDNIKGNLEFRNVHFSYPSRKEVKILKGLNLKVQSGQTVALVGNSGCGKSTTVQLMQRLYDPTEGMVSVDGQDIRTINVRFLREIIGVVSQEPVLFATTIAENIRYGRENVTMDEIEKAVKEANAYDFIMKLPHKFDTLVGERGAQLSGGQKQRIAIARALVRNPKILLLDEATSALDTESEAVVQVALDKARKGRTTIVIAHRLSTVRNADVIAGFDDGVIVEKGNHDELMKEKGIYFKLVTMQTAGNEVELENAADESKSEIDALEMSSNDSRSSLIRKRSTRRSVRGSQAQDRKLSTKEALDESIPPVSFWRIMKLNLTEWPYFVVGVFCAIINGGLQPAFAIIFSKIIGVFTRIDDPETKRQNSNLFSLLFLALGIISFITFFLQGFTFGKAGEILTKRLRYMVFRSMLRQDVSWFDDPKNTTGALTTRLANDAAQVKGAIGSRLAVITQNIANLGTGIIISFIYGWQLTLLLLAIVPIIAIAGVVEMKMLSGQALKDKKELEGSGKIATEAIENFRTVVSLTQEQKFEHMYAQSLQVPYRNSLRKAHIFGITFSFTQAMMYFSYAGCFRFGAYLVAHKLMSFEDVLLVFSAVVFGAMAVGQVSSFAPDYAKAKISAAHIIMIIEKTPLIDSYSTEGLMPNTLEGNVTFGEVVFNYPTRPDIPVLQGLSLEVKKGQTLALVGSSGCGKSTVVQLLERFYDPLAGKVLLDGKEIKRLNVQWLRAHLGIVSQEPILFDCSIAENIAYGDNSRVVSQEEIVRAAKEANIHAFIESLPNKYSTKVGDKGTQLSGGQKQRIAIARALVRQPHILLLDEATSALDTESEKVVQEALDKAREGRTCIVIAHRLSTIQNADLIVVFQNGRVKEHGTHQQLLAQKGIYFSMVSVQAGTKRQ
RGS4-Gao reg – human RGS4-Galphao interaction regulation. P09471. Multiplexed bead flow cytometry, RGS4-Galphao binding; actives lie on both sides. binding response (% of control), % at 10 µM. hit rate 0.33% among 220,000. AID 1415; in the data active = binding response below about 49% or above about 150%; inactive = in between;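 note: fluorescent Galphao activated with aluminum fluoride binding bead-coupled RGS4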
Bim-Bfl-1 – disrupts Bim binding to human Bfl-1 | AID 1008 | Q16548 | Bead-based flow cytometry, Bim-Bfl-1 binding inhibition | inhibition, % at 10 µM | hit rate 0.12% among 190,000;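 note: 0% = wells without compound plus tracer and 100% = blocker peptide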
Bim-Bcl-W – human Bim-Bcl-W interaction inhibition; inhibition, % at 10 µM; Q92843; bead-based flow cytometry, Bim peptide-Bcl-W binding; hit rate 0.02% among 190,000;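 note: 0% = bound tracer without compound and 100% = peptide blocker; higher means less fluorescent Bim peptide bound to Bcl-W beads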
Bcl-B Bim block – human Bim-Bcl-B interaction inhibition; bead-based flow cytometry, Bim peptide-Bcl-B binding; inhibition, % at 10 µM; Q9HD36; hit rate 0.073% among 190,000;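 note: 0% = tracer peptide without compound and 100% = reference inhibitor peptide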
RGS7-Gao – regulators of human RGS7-Galphao interaction | hit rate 0.35% among 220,000 | binding response (% of control), % at 10 µM | Multiplexed bead flow cytometry, RGS7-Galphao binding; actives lie on both sides | P09471; in the data active = binding response below about 49% or above about 150%; inconclusive = no clear call, values can overlap the other calls; inactive = in between;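 note: fluorescent Galphao held in activated GDP-AlF4 state binding bead-coupled RGS7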
Bim-Bcl-XL – disrupts Bim peptide binding to human Bcl-XL; inhibition, % at 10 µM; hit rate 0.04% among 190,000; bead flow cytometry, fluorescence; Q07817
ABCG2 block – blocks JC-1 efflux by human ABCG2 transporter | inhibition, % at 6.6 µM | hit rate 0.1% among 190,000 | Q9UNQ0 | AID 1325 | IgMXP3 cells, flow cytometry;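 active = inhibition above 80%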;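 note: 0% = DMSO and 100% = nicardipine control wells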
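Test system: IgMXP3 cells (ABCG2) mixed with DDAO far-red-labelled CCRF-Adr cells (ABCB1). Reagent: JC-1 transporter substrate. Compound dosing: single test compound dose, 6.6 µM final. Times: 10 min compound exposure, 25 °C. Detection: flow cytometry of retained JC-1 fluorescence. Read-out basis: efflux inhibition in percent versus controls. Controls: nicardipine and DMSO wells.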
Bim-Bcl-2 – disrupts Bim peptide binding to human Bcl-2; P10415; Bead-based flow cytometry, Bim peptide-Bcl-2 binding; inhibition, % at 10 µM; hit rate 0.06% among 190,000; in the data active = inhibition above about 40%; inconclusive = no clear call, values can overlap the other calls;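 note: 0% = no compound wells with probe peptide and 100% = reference peptide inhibitor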
* = called active by the depositor; ? = inconclusive; nt = no result given. Cut-off read from the data, not from the text of the source, unless noted: active = inhibition above about 40%.

SMILES	GSH fluor	Avidin bead fluor	ABCB1 inh	RGS4-Gao reg	Bim-Bfl-1	Bim-Bcl-W	Bcl-B Bim block	RGS7-Gao	Bim-Bcl-XL	ABCG2 block	Bim-Bcl-2
Cc1ccc(/C=N/NC(=O)C2(C)CC2(Br)Br)cc1 (stereo not given)	19	9	-0.1	102	-4	-1	-1	100	-4	10	0
CC(=O)c1ccc(-c2ccc(C(=O)N3CCCc4ccccc43)o2)cc1	10	28	0.9	108	-9	-2	-8	107	-7	6	-5
C/C(=N\Nc1nc(N2CCOCC2)nc(N2CCOCC2)n1)c1ccc([N+](=O)[O-])cc1	19	11	2.3	101	0	-1	-2	99	-1	9	1
Cn1c(=O)cc(OCCCC(=O)N2CCN(c3ccccn3)CC2)c2ccccc21	34	18	0.3	103	-13	1	-9	101	-1	0	-7
Cc1nc(C)c(/C(O)=C/c2nc3ccccc3oc2=O)s1	6	0	-0.1	89	0	0	-3	80	-4	-1	-2
Cc1ccc(C(=O)N/N=c2\sc3ccccc3n2C)cc1	15	17	0.9	100	-6	-4	-7	103	-5	3	-5
CCOC(=O)CSc1nc(Nc2ccc3c(c2)OCO3)c2ccccc2n1	5	8	0.5	102	-16	-1	-6	105	-2	6	-8
CSc1nnc(-c2cccn(Cc3cccc(Cl)c3)c2=O)o1	14	13	0.4	101	-5	1	-1	99	-3	2	-8
Nc1nc2nccc(-c3ccco3)n2n1	13	12	0.4	101	6	-2	1	99	0	5	0
N/C(=N\OC(=O)CC1CCCCC1)c1ccc([N+](=O)[O-])cc1	10	6	nt	100	0	-2	-6	100	-3	6	4
Cc1cn(C2OC(COC(=O)c3ccccc3)C(O)C2Cl)c(=O)[nH]c1=O (stereo not given)	8	8	1.3	101	-7	0	-8	106	0	9	-4
CC(C)=C1C2CCC1C1C(=O)N(NC(=O)COc3ccc(C(C)(C)C)cc3)C(=O)C21 (stereo not given)	29	5	0.2	101	-10	0	-5	96	-1	1	-7
Clc1cccc(-c2ccc(/C=N/n3cnnc3)o2)c1	20	21	-0.3	100	-11	1	1	99	0	18	-5
CCCN(CC1CC1)S(=O)(=O)c1ccc(S(N)(=O)=O)cc1	22	8	-2.8	105	-12	0	-10	99	-4	-4	-9
O=C(N=c1ccn(-c2nc3ccccc3nc2NS(=O)(=O)c2ccccc2)cc1)c1cccs1	5	3	0.3	97	0	-1	-9	104	-6	1	1
O=C1OC(c2ccccc2)=C/C1=C/N1CCOCC1	12	20	-0.2	104	0	-5	-9	101	-8	0	-3
COc1ccc(NC(=O)C(CCSC)N2C(=O)c3ccccc3C2=O)cc1 (stereo not given)	35	9	-1.4	99	6	7	9	96	8	28	6
NS(=O)(=O)c1ccc(CCNC(=O)c2cc(-c3cccs3)nc3ccccc23)cc1	16	8	0.1	96	-6	0	-5	100	1	0	-3
Cc1nc2n(n1)C(c1ccccc1)C1=C(CC(c3ccco3)CC1=O)N2 (stereo not given)	12	6	0.5	94	0	-1	-3	88	-3	3	2
CC(C)CCn1c(Br)nc2c1c(=O)n(CC(N)=O)c(=O)n2C	21	31	0.0	100	-25	-4	-8	99	-8	3	-10
Cn1c(=O)c([N+](=O)[O-])c(NCc2ccccc2)c2ccccc21	35	11	1.3	96	-19	-2	-9	93	-10	45	-8
Cc1cc(C)c2nc(SC(C)C(=O)NCC(=O)Nc3ccc(F)c(F)c3F)cc(C)c2c1 (stereo not given)	15	16	0.8	97	-12	-7	-12	99	-9	11	-9
CCCCNC(=O)C1CCC(CNc2nc(=S)[nH]c3ccccc23)CC1 (stereo not given)	14	12	-0.1	101	-6	-1	-4	102	0	2	-4
c1ccc(-n2nnnc2CN2CCOCC2)cc1	19	15	-0.2	98	-8	-8	-9	100	-8	-1	-1
CCCCn1nnnc1NCc1ccc(C)s1	67	6	0.9	111	2	-7	0	114	-6	2	-1

Limited to Avidin bead fluor (two entries from above):
| SMILES | Avidin bead fluor |
| --- | --- |
| Cc1ccc(C(=O)N/N=c2\sc3ccccc3n2C)cc1 | 17 |
| Cn1c(=O)c([N+](=O)[O-])c(NCc2ccccc2)c2ccccc21 | 11 |

Random excerpt: 2 records from the list
SMILES	GSH fluor	Avidin bead fluor	ABCB1 inh	RGS4-Gao reg	Bim-Bfl-1	Bim-Bcl-W	Bcl-B Bim block	RGS7-Gao	Bim-Bcl-XL	ABCG2 block	Bim-Bcl-2
Cc1ccc(C(=O)N/N=c2\sc3ccccc3n2C)cc1	15	17	0.9	100	-6	-4	-7	103	-5	3	-5
CC(C)CCn1c(Br)nc2c1c(=O)n(CC(N)=O)c(=O)n2C	21	31	0.0	100	-25	-4	-8	99	-8	3	-10

More results:
SMILES	GSH fluor	Avidin bead fluor	ABCB1 inh	RGS4-Gao reg	Bim-Bfl-1	Bim-Bcl-W	Bcl-B Bim block	RGS7-Gao	Bim-Bcl-XL	ABCG2 block	Bim-Bcl-2
CC(C)(S)[C@@H](N)C(=O)O	21	11	-0.1	100	0	-1	-9	104	-3	0	-1
Cc1cccc(N2CCN(C(=O)CCS(=O)(=O)c3ccc(Br)cc3)CC2C)c1 (stereo not given)	7	25	0.9	102	-6	-2	-12	104	-1	2	-4
O=S(=O)(c1cnccc1N1CCN(/N=C/c2ccc(Br)cc2)CC1)N1CCCCC1	24	5	0.0	103	2	0	1	105	1	0	3
COc1ccc(N2CCN(C(=O)CSc3nc4c(c(=O)n(C)c(=O)n4C)n3C(C)C)CC2)cc1	17	9	0.9	98	-10	2	-4	98	-5	3	-9
CC(/C=N/Nc1nc2ccccc2[nH]1)=C\c1ccccc1	11	12	0.1	100	-5	-2	-4	99	-6	1	-4
O=C(OCc1cnc(Cl)s1)c1ccccc1Cl	27	5	0.1	99	-13	-2	-4	97	-4	1	-5
O=C(Nc1ccc(S(=O)(=O)N2CCCC2)cc1)C1CCCN1C(=O)c1cccs1 (stereo not given)	14	12	0.1	102	0	0	-4	104	0	0	-1
CCN(CC)S(=O)(=O)c1ccc(Oc2ccc(S(=O)(=O)N(CC)CC)cc2)cc1	24	24	1.0	101	0	0	-2	97	0	3	-4
COc1cc(/C=C/C(=O)OCC(=O)NC2CCS(=O)(=O)C2)ccc1O (stereo not given)	6	2	0.0	100	0	-2	-5	97	-3	-2	-1
Cc1sc2nc3n(c(=O)c2c1C)NC(=O)CC3	18	24	1.7	94	12	7	8	91	10	32	5
Cc1cc(-c2nnc(SCC(=O)c3ccc(Cl)cc3)o2)no1	15	11	-0.7	98	-14	-4	-9	102	-6	-4	-5
CN(CCOc1ccccc1)CC(=O)Nc1cc([N+](=O)[O-])ccc1Cl	15	22	2.0	101	-4	-4	-7	104	-2	9	-1
CCOc1ccc(C2=NNC(c3cccs3)=Nc3ccc(OC)cc32)cc1	22	23	1.5	100	6	2	2	98	3	5	22
C/C(CC(=O)Nc1ccc(OCc2ccccc2)cc1)=N\NC(=O)C(=O)Nc1ccccc1C	58	7	0.5	99	-7	5	-4	100	-4	3	-4
Cc1onc(-c2c(F)cccc2Cl)c1C(=O)Nc1sc2c(c1C#N)CCC(C(C)(C)C)C2 (stereo not given)	16	5	-0.1	85	0	-2	-2	87	-3	-2	1
O=C(Nc1ccc2c(c1)CCC2)C1CCN(c2ncccn2)CC1	26	33	0.4	102	-13	-1	-6	99	-4	12	-5
COc1ccc(C(=O)NCc2nnc(SCCOc3ccccc3)n2C)cc1	19	8	0.2	97	-3	-1	-1	?	-2	8	1
CC1=C(C(=O)Nc2ccccn2)C(c2ccc3c(c2)OCO3)C2=C(CC(C)(C)CC2=O)N1 (stereo not given)	10	9	-0.1	90	-7	-4	-4	99	-3	3	0
CCOC(=O)c1sc(C)c2c(=O)n(Cc3ccc(Cl)cc3)c(C)nc12	20	3	1.4	114	6	9	1	109	5	6	3
Cc1ccc(C(=O)N(CCCN(C)C)c2nc3ccc(Cl)cc3s2)cc1C	7	9	0.5	95	57*	4	79*	99	8	0	82*
CC(C)(C)OC(=O)N1CCN(C(=O)Nc2ccc3c(c2)OCCO3)CC1	21	35	0.1	104	-4	2	3	109	-2	1	-1
CCOC(=O)N/N=C/c1ccc(Oc2ccccc2)cc1	13	9	0.6	97	-9	0	-2	?	-2	9	-1
Cc1ccc(S(=O)(=O)N(C)c2ccc(C(=O)NCc3ccccn3)cc2)cc1	17	10	0.9	97	-9	-8	-7	?	-6	11	-5
Cc1cccc(OCCc2nnc(N)s2)c1C	37	7	0.1	104	-11	-1	-8	102	-3	0	-7
COc1ccc2ncn(-c3ccccc3)c2c1	11	12	0.1	96	-3	-4	-3	100	-1	4	-2

Going on with the list:
SMILES	GSH fluor	Avidin bead fluor	ABCB1 inh	RGS4-Gao reg	Bim-Bfl-1	Bim-Bcl-W	Bcl-B Bim block	RGS7-Gao	Bim-Bcl-XL	ABCG2 block	Bim-Bcl-2
Cc1cccc(N2CCN(C(=O)Cn3sc4nc(C)cc(C)c4c3=O)CC2C)c1 (stereo not given)	16	3	0.3	94	13	5	-10	104	-5	2	0
Cc1ccc([N+](=O)[O-])cc1S(=O)(=O)N1CCN(C)CC1	10	20	0.3	101	-8	-4	-5	104	-3	1	-7
COc1ccc(NC(=S)Nc2ccc(N)c([N+](=O)[O-])c2)cc1	4	8	-0.2	96	3	8	-4	106	-1	0	0
COc1ccc(CCCc2nnc(SCC(=O)Nc3nc(C)cs3)n2C)cc1C	22	31	1.4	94	-19	-3	-10	97	-7	34	-10
c1ccc(-c2nc(N3CCCCC3)nc3ccccc23)cc1	18	18	0.5	105	6	0	-15	103	9	1	29
COc1ccc(OC)c(NC(=O)CSc2ccc3nnc(-c4cccnc4)n3n2)c1	12	23	0.1	97	-8	-7	-9	97	-7	4	-5
CCCCCCCCC(=O)N/N=C(\C)c1cccnc1	16	9	0.4	104	0	-1	-2	101	-4	-2	3
CC1(C)NC(=O)NC2(C)NC(=O)NC(C)(C)C12 (stereo not given)	39	14	-0.7	101	-21	-2	-8	99	-12	-3	-10
COc1ccc(-n2c(Cc3cccn3C)nnc2SCC(=O)NC2CCCC2)cc1	19	7	0.9	102	-13	0	-5	98	-1	5	-8
O=C(CC12CC3CC(CC(Br)(C3)C1)C2)Nc1cccc(S(=O)(=O)NC2=NCCC2)c1	9	5	0.3	102	-2	0	0	100	-3	1	0
COCCn1c(-c2ccc(OC)cc2)cnc1N	28	27	0.2	100	-6	-3	0	100	-6	13	-2
O=C(NNC(=O)c1ccccc1[N+](=O)[O-])c1cccs1	13	6	1.2	96	-1	-5	-5	92	-3	2	0
Nc1ccc2c(c1)C(=O)N(CCCCCC(=O)O)C2	16	23	0.2	102	0	-3	-6	103	-6	0	5
O=C(NCc1ccc2c(c1)OCO2)C1CCN(c2ncccn2)CC1	31	14	1.7	104	-17	-2	-11	105	-10	0	-12
Cc1cc(NC(=O)CSc2nc3cc4c(cc3c(=O)n2CCc2ccccc2)OCO4)no1	21	16	0.7	102	-15	-1	-7	102	-3	0	-9
COC(=O)c1ccccc1NC(=S)NC(NC(=O)COc1ccccc1)C(Cl)(Cl)Cl (stereo not given)	13	35	0.3	98	0	-1	-8	101	-2	1	-3
CC1CN(c2ccc(Oc3ccccc3)cc2)c2nc3c(c(=O)[nH]c(=O)n3C)n2C1 (stereo not given)	7	7	0.8	103	-7	6	-2	101	2	3	nt
COCCCN1C(=O)c2[nH]nc(-c3ccccc3O)c2C1c1cccc(Cl)c1 (stereo not given)	52	23	2.1	93	-4	-2	-2	97	-1	5	-2

Compounds were not picked by outcome. About 1.3% of those tested had a hit in this group.
